Source: PubChem BioAssay
LDHA block = inhibitors of human lactate dehydrogenase A | activity change, % (values are at about 110 or 230 µM) | 480,000 compounds, 0.15% hits | purified LDHA, NADH/diaphorase-resazurin fluorescence; stronger effect = lower value | P00338; in the data active = activity change below about -30%; inconclusive = mostly about -25% to -30%;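 note: plate controls were DMSO wells for no effect and wells without enzyme for full effect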
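Resorufin fluorescence (ex540/em590), read at 0 and 20 min after diaphorase/resazurin addition, reports the NADH left after a 5 min room-temperature reaction of 2 nM human LDH5 with 0.06 mM NADH and 0.2 mM pyruvate.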
Glioma ERSR ind = induces the endoplasmic reticulum stress response in human glioma cells; Potency, µM, without a hit: top-dose activation, hits mostly activators; U87-MG GRP78 promoter luciferase reporter, 16 h; 420,000 compounds, 0.02% hits; AID 602332; note: potency is the fitted concentration of half-maximal effect; series mostly up to about 76 µM; % of control where 0% means no effect; nearly all actives have a fitted effect of over 35% in size
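Stably transfected U87-MG glioma cells carrying a GRP78-based luciferase sensor; 16 h compound incubation. Luminescence end-point read 10 min after Bright-Glo addition at room temperature.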
Vif-A3G inh = Vif-A3G binding inhibition | HeLa A3G-eYFP + Vif (tagged APOBEC3G with the HIV-1 protein that degrades it), YFP fluorescence, overnight | 410,000 compounds, 0.076% hits | Potency, µM (titrated, usually from 46.1 µM), without a hit: top-dose activity, negative = active, hits mostly inhibitors | Q9HC16;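 note: potency is the fitted concentration of half-maximal effect; % is set by controls: 0 for no effect and ±100 for the full control effect; nearly all actives have a fitted effect of over 60% in size; hits raise eYFP signal because A3G escapes Vif-driven loss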
Target sequence (Q9HC16 whole entry, looked up): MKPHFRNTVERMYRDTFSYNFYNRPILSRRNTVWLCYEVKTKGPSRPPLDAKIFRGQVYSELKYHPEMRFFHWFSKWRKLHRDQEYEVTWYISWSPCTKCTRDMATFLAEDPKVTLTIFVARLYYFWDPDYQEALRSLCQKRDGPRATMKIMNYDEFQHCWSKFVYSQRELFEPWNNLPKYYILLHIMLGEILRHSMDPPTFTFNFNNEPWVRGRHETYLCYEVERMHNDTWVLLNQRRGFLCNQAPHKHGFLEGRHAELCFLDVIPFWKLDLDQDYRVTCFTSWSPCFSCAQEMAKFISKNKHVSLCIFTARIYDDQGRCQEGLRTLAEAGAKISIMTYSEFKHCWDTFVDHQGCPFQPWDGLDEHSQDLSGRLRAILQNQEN
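Read-out is eYFP fluorescence (Ex 488/Em 500-530) from Vif-expressing HeLa A3G-eYFP cells; more signal means A3G escaped Vif-mediated degradation. Cells plated overnight, compound pinned in, incubated overnight at 37 deg C.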
rTrxR1 inhibitor = inhibitors of rat thioredoxin reductase 1; recombinant rTrxR1, NADPH fluorescence consumption, selenite substrate; 390,000 compounds, 1% hits; AID 588453; Potency, µM (titrated, usually from 114 µM), for inactives: top-dose activity change, negative = inhibition, usual class: inhibitors; note: potency is the fitted concentration of half-maximal effect; % is set by controls: 0 for no effect and ±100 for the full control effect; nearly all actives have a fitted effect of over 65% in size
Target sequence (O89049 whole entry, looked up): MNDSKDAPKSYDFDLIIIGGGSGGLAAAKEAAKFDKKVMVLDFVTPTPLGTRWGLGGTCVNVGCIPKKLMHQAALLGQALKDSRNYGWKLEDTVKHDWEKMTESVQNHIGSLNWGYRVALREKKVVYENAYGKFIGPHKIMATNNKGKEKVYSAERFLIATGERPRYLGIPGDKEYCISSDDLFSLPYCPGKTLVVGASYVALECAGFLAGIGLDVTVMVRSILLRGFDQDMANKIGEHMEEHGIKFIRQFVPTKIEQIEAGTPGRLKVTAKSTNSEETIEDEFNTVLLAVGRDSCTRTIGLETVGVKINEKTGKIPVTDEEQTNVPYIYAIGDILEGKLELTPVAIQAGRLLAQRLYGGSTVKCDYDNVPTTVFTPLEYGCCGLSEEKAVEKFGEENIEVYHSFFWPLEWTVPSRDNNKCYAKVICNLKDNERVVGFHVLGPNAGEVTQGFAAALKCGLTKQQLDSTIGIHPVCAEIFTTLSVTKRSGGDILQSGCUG
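Rat TrxR1 (90 nM in the dispensed reagent) was pre-reduced with 400 uM NADPH for 5 min at room temperature, then incubated with compound for 15 min. After 400 uM selenite was added, NADPH fluorescence (Ex 340/Em 450 nm) was followed for 8 min.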
Vif-A3F inh = Vif-A3F binding inhibition. HeLa A3F-eYFP + Vif (tagged APOBEC3F with the HIV-1 protein that degrades it), YFP fluorescence increase. Potency, µM (highest dose often 46.1 µM), for inactives: at the highest dose activity, negative = active. 390,000 compounds, 0.2% hits; note: potency is the fitted concentration of half-maximal effect; % of control where 0% means no effect; nearly all actives have a fitted effect of over 65% in size
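Fluorescence increase (Ex 488/Em 500-530) after overnight compound treatment at 37 deg C flags inhibition of Vif-driven A3F-eYFP loss in stable HeLa A3F-eYFP/Vif cells seeded overnight beforehand.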
TrxR1 substrate = rat thioredoxin reductase 1 substrate activity | 390,000 compounds, 0.01% hits | Potency, µM (highest dose often 114 µM), for the others: top-dose activity change, negative = substrate turnover | purified TrxR1 substrate turnover, NADPH consumption readout; note: potency is the fitted concentration of half-maximal effect; % is set by controls: 0 for no effect and ±100 for the full control effect; nearly all actives have a fitted effect of over 50% in size
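Rat TrxR1, dispensed at 90 nM, was prereduced with 400 uM NADPH (final) for 5 min at ~22 deg C, then incubated with compound 15 min before 400 uM selenite. A first-read NADPH fluorescence drop versus no-compound background flagged substrates.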
IDH1 R132H inh = inhibitors of human mutant IDH1 R132H. Potency, µM (titrated, usually from 76.6 µM), for inactives: top-dose activity change, negative = inhibition, hits mostly inhibitors. IDH1-R132H enzyme, NADPH consumption, diaphorase/resazurin fluorescence. 390,000 compounds, 0.093% hits. O75874; note: potency is the fitted concentration of half-maximal effect; % is set by controls: 0 for no effect and ±100 for the full control effect; nearly all actives have a fitted effect of over 65% in size
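IDH1-R132H (0.5 ug/mL) preincubated 30 min with compound, then NADPH (0.016 mM) and alpha-KG (2 mM) added; 80 min at RT, pH 7.5. Remaining NADPH coupled via diaphorase/resazurin to fluorescence (540/590 nm); concentration-response curves normalized to no-enzyme control.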
USP1 inh = USP1/UAF1 (human) deubiquitinase inhibition | O94782 | recombinant USP1/UAF1, Ub-Rhodamine cleavage fluorescence | Potency, µM (series often up to 57.1 µM), for inactives: top-dose activity change, negative = inhibition, actives largely listed as inhibitors | 390,000 compounds, 0.23% hits | AID 743255; note: potency is the fitted concentration of half-maximal effect; % is set by controls: 0 for no effect and ±100 for the full control effect; nearly all actives have a fitted effect of over 60% in size; inactives centre near -12
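High-throughput fluorogenic screen: 1nM USP1/UAF1 complex, Ub-Rho substrate 150nM final, 50mM HEPES pH 7.8 with 0.5mM EDTA, 0.1 mg/ml BSA, 1mM TCEP and 0.01% Tween-20.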
RGS4 inh = inhibitors of human regulator of G protein signaling 4. P49798. Transcreener GDP fluorescence polarization, RGS4-accelerated GTP hydrolysis. Potency, µM (highest dose often 114 µM), without a hit: at the highest dose activity change, negative = inhibition, actives largely listed as inhibitors. 390,000 compounds, 0.039% hits. AID 504845; note: potency is the fitted concentration of half-maximal effect; % is set by controls: 0 for no effect and ±100 for the full control effect; nearly all actives have a fitted effect of over 75% in size; some results filed as inactive show a strong effect at the top dose
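MLSMR compounds (23 nl, pin-transferred) preincubated 10 min at room temperature with a 500nM (2x) first reagent, then RGS4 at 900nM (2x) plus Transcreener GDP mix added; fluorescence polarization (620/688 nm) read before and after 90 min at 30 °C.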
* marks the source's active call; other numbers are inactive results; ? = inconclusive; . = no result given; [ ] = dose if it differs, or a comment. Unless noted, calls come from the whole dose curve; as a rule, active = well fitted curve in the direction sought with a large enough effect; inconclusive = small, poorly fitted or top-dose-only effect, or another doubt; inactive = no such curve, though single readings can be large; an effect the other way counts as inactive or inconclusive. An excerpt; count on the stated rates, not on these rows.

Below each compound: LDHA block	Glioma ERSR ind	Vif-A3G inh	rTrxR1 inhibitor	Vif-A3F inh	TrxR1 substrate	IDH1 R132H inh	USP1 inh	RGS4 inh
#1 CC(=O)c1sc(C(C)(C)C)cc1NC(=O)CCC(=O)O
    -7	-3%	0%	-4%	20%	-7%	-6%	-17%	30%
#2 O=C(Nc1ccc(Br)cc1)c1ccc2c(c1)OCO2
    -13	-4%	0%	45%[activator]	5%	8%	3%	-2%	34%
#3 COc1ccc(-c2[nH]c(-c3ccc4c(c3)OCO4)nc2-c2ccccc2)cc1
    5	-8%	-1%	-23%	.	60%[activator]	8%	?	?
#4 CCC(C)c1ccccc1N1CC(C(=O)NCCc2ccc(OC)c(OC)c2)CC1=O (stereo not given)
    -5	0%	2%	6%[57.1 µM]	-18%	0%[57.1 µM]	-3%	-8%	-2%
#5 C=CCOC(=O)Nc1c(C(=O)OC)[nH]c2ccc(Cl)cc12
    1	0%	-7%	-12%[57.1 µM]	3%	10%[57.1 µM]	4%	7%	-26%
#6 O=S(=O)(c1ccc(F)cc1)N1CCN(c2nc(-c3ccc(F)cc3)nc3cc(Cl)ccc23)CC1
    -15	-3%	-2%	29%	.	3%	.	.	36%
#7 O=c1c2c(nc3n1CCCCC3)-c1ccccc1CC21CCCCC1
    1	-3%	0%	7%	0%	-6%	1%	?	-12%
#8 CCCCn1c(N)c(N(CC)C(=O)CSCc2c(C)noc2C)c(=O)[nH]c1=O
    -6	-3%	1%	-13%	-11%	-4%	15%	-16%	13%
#9 CCc1ccccc1NCC(=O)Nc1ccccc1C(=O)OC
    1	0%	-2%	0%	4%	-3%	9%	-14%	1%
#10 COc1ccc(C(C(=O)NC(C)(C)C)N(C(=O)CCC(=O)Nc2cc(C)on2)c2cc(C)cc(C)c2)cc1 (stereo not given)
    1	-2%	0%	29%[57.1 µM]	-19%	-11%	-4%	-3%	0%
#11 CCc1ccc(C(=O)N2CCC(c3nc(-c4ccc(S(=O)(=O)N5CCCC5)cc4)no3)CC2)cc1
    -8	-3%	1%	4%	-6%	-11%	-9%	-7%	-2%
#12 Cc1ncsc1C(=O)N1N=C2/C(=C/c3ccccc3)CCCC2C1c1ccccc1 (stereo not given)
    -1	-4%	-2%	44%[activator]	-11%	67%[activator]	-8%	?	8%
#13 CC1Cc2ccccc2N1S(=O)(=O)c1cccc(C(=O)OCC(=O)NC2CCS(=O)(=O)C2)c1 (stereo not given)
    -3	-2%	-1%	-5%	-1%	-9%	5%	-13%	4%
#14 Clc1ccc(OCCSCc2nc3ccccc3[nH]2)cc1
    2	-10%	-3%	9%[0.457 µM]	-1%	-3%	2%	-14%	-15%
#15 OCC(CO)(CO)NCC(O)CN1c2ccccc2Sc2ccccc21 (stereo not given)
    -2	-4%	3%	6%	0%	0%	7%	-18%	-11%
#16 COc1ccc(Nc2cc(C(=O)NCCc3ccccc3)c3ccccc3n2)cc1OC
    -12	-3%	3%	-1%	-12%	24%	-1%	-26%	16%
#17 O=[N+]([O-])c1ccccc1Nc1cccc(F)c1
    -7	-3%	0%	10%[57.1 µM]	3%	6%[57.1 µM]	2%	-27%	12%
#18 CC(=O)c1cccc(N(C(=O)CNC(=O)c2ccco2)C(C(=O)NC2CCCC2)c2ccncc2)c1 (stereo not given)
    -2	-5%	1%	22%[57.1 µM]	7%	-9%[57.1 µM]	6%	-20%	6%
#19 O=C(c1ccc(Cl)c([N+](=O)[O-])c1)N(c1ccccn1)c1ccccn1
    -1	-5%	-4%	-17%	-2%	-8%	7%	-9%	8%
#20 Cn1c(=O)c2ccccc2n(Cc2ccccc2Cl)c1=O
    1	-1%	-20%	-20%	-13%	-5%	16%	-11%	-11%[56.9 µM]
#21 COc1ccc(S(=O)(=O)N2CCCC2C(=O)Nc2nnc(-c3cccnc3)s2)cc1 (stereo not given)
    1	-3%	1%	-5%	-1%	2%	-1%	?	?
#22 C/C(=N\Nc1cccc(C(F)(F)F)c1)c1ccc(O)cc1
    3	3%	-3%	6%[57.1 µM]	-8%	-8%[57.1 µM]	12%	-13%	-31%
#23 Cc1nc2ccc([N+](=O)[O-])cc2nc1C
    -1	3%	1%	8%	-13%	-3%	1%	-25%	3%
#24 CCCC(=O)Nc1ccccc1NC(=O)C1CCCCC1
    -12	-1%	-1%	-8%[57.1 µM]	2%	2%[57.1 µM]	5%	6%	-11%
#25 CCSc1nnc(N2C(=O)c3ccc(C(=O)c4ccc(C(=O)O)cc4)cc3C2=O)s1
    -6	-2%	3%	17%	0%	-4%	-1%	-2%	16%
#26 CC(C)NC(=O)N1[C@H](c2cccs2)[C@@H](C)C(=O)[C@@H](C)[C@@H]1c1cccs1
    -6	-3%	2%	11%	1%	42%[activator]	0%	-5%	14%
#27 CCC(C)C(NC(=O)c1ccccc1NC(=O)c1ccco1)C(=O)NNC(=O)c1ccc(OC)cc1 (stereo not given)
    -11	-2%	-1%	-19%	-3%	3%	-8%	-4%	25%[11.4 µM]
#28 O=C(O)c1cc(S(=O)(=O)Nc2ccccc2C(=O)O)ccc1O
    -4	-4%	2%	18%[57.1 µM]	0%	10%[57.1 µM]	4%	-2%	3%[11.4 µM]
#29 CCN(CC)CCN(C(=O)Cn1nnc(-c2ccc(OC)c(OC)c2)n1)C(C(=O)NC1CCCC1)c1ccc(F)cc1 (stereo not given)
    1	-2%	1%	17%	-4%	7%	1%	?	10%
#30 COc1cccc(/C=C/C(=O)OCC(=O)c2cc(C)n(CC3CCCO3)c2C)c1OC (stereo not given)
    3	-1%	-7%	22%	-18%	14%	17%	-22%	9%
#31 COc1ccc(OC)c(NC(=O)COc2ccc(S(=O)(=O)NC(C)C)cc2)c1
    1	-4%	-1%	15%	-9%	6%	6%	?	-7%
#32 NC1=NN(c2c(Cl)cc(Cl)cc2Cl)C(=O)C1
    1	-5%	-3%	-60%[57.1 µM]	-5%	-4%[57.1 µM]	3%	-11%	15%
#33 Cc1cc(/C=C2/SC(=O)N(CC(=O)N3CCOCC3)C2=O)c(C)n1-c1ccccc1F
    -9	-4%	-7%	26%	2%	2%	12%	-8%	16%
#34 COc1ccc(S(=O)(=O)NC(C)C(=O)Nc2ccccc2C(F)(F)F)cc1 (stereo not given)
    0	-4%	-1%	9%	-17%	1%	7%	2%	-2%
#35 COCCNC(=O)C(c1ccc(Cl)cc1)N(CCOC)C(=O)CCC(=O)Nc1nccs1 (stereo not given)
    -3	2%	0%	26%	-5%	1%	4%	-4%	13%
#36 CCc1c(C(=O)NC2CCCc3ccccc32)[nH]c(C)c1C(C)=O (stereo not given)
    -1	-4%	-8%	13%	-1%	-1%	1%	-21%	9%
#37 COc1cccc(-c2nn(-c3ccccc3)cc2C(=O)O)c1
    -6	-2%	-3%	18%	3%	8%	8%	-16%	-6%
#38 CC(NC(=O)c1cc(Br)cs1)C1CCCO1 (stereo not given)
    0	0%	3%	3%	0%	-8%[57.1 µM]	0%	-22%	-14%
#39 O=S(=O)(c1ccc(OCc2ccc(Br)cc2)cc1)N1CCOCC1
    -8	-5%	0%	20%	4%	5%	-3%	-22%	-22%
#40 CCCC(=O)Nc1c(-c2ccccc2OC)c(=O)c2ccccc2n1C
    -2	-4%	0%	2%[57.1 µM]	10%	9%[57.1 µM]	-2%	-13%	9%

Complete entries from above. Screens in order: LDHA block | Glioma ERSR ind | Vif-A3G inh | rTrxR1 inhibitor | Vif-A3F inh | TrxR1 substrate | IDH1 R132H inh | USP1 inh | RGS4 inh
`Clc1ccc(OCCSCc2nc3ccccc3[nH]2)cc1` across the screens: 2 | -10% | -3% | 9%[0.457 µM] | -1% | -3% | 2% | -14% | -15%
`CCSc1nnc(N2C(=O)c3ccc(C(=O)c4ccc(C(=O)O)cc4)cc3C2=O)s1` across the screens: -6 | -2% | 3% | 17% | 0% | -4% | -1% | -2% | 16%
`COc1ccc(-c2[nH]c(-c3ccc4c(c3)OCO4)nc2-c2ccccc2)cc1` across the screens: 5 | -8% | -1% | -23% | . | 60%[activator] | 8% | ? | ?
`CCc1ccc(C(=O)N2CCC(c3nc(-c4ccc(S(=O)(=O)N5CCCC5)cc4)no3)CC2)cc1` across the screens: -8 | -3% | 1% | 4% | -6% | -11% | -9% | -7% | -2%
`CC(=O)c1cccc(N(C(=O)CNC(=O)c2ccco2)C(C(=O)NC2CCCC2)c2ccncc2)c1` (stereo not given) across the screens: -2 | -5% | 1% | 22%[57.1 µM] | 7% | -9%[57.1 µM] | 6% | -20% | 6%
